Screens: PubChem, several laboratories
LANA DNA inh: KSHV C-LANA DNA binding inhibition; MBP-C-LANA/FAM-LBS DNA binding, fluorescence polarization; inhibition, % at 9 µM; hit rate 0.078% among 340,000; AID 504423;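 active = highest replicate inhibition at or above 60% at 9 µM, even if other replicates fall short; inactive = all replicates below 60% inhibition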;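 note: 0% = neutral control wells and 100% = 4 µM acridine orange control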
Rtt109 Vps75: blocks Candida albicans Rtt109/Vps75 acetyltransferase activity | AID 540336 | Q5AAJ8 | hit rate 0.16% among 330,000 | inhibition, % at 34.9 µM | purified Rtt109/Vps75, ThioGlo CoA-SH fluorescence, 4 h;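 active = inhibition of at least 50% in every replicate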
Keap1 Nrf2 FP: Keap1-Nrf2 (human) interaction inhibition; Keap1 Kelch-Nrf2 peptide fluorescence polarization, 1536-well; inhibition, % at 9.4 µM; hit rate 0.15% among 340,000; AID 504523; in the data active = inhibition above about 12%;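 note: human Keap1 Kelch domain with fluorescein labeled Nrf2 9mer peptide probe; 0% = neutral control wells and 100% = peptide positive control; higher means more block of Keap1 binding to Nrf2 peptide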
cardiac RTF act: increases calcium sensitivity of human cardiac regulated thin filaments; P19429+P45379; IANBD-labeled TnC RTF fluorescence at EC20 calcium; 0% EC20 calcium, 100% full calcium; activation, % at 7.2 µM; hit rate 0.24% among 340,000; AID 493008;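 active = activation above the mean over all tested compounds plus 3 SD, cut at about 30% in these data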;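 note: rise in fluorescence read as greater calcium sensitivity of cardiac thin filaments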
CAL PDZ FP-1: blocks peptide binding to human CAL PDZ domain. Q9HD26. hit rate 0.02% among 330,000. purified CAL PDZ, TMR-peptide fluorescence polarization, 1 h. AID 504414. inhibition, % at 20 µM;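 active = highest replicate inhibition of at least 40%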;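 note: plate controls were DMSO neutral control wells for no effect and unlabeled competitor peptide control wells for full effect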
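material = purified tagged CAL PDZ domain construct (CerCALP) | compound dosing = 20 µM, one dose | times = 1 h at RT | measured by = fluorescence polarization from S- and P-plane intensities, G-factor corrected | read-out = inhibition from polarization loss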
RTF Ca sens inh: cardiac RTF calcium desensitization; P19429+P45379; IANBD-labeled cardiac RTF, Ca2+ fluorescence; inhibition, % at 7.15 µM; hit rate 0.12% among 340,000; AID 493244;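 active = inhibition above the mean inhibition of all tested compounds plus 3 SD, cut at about 17% in these data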;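 note: assay run at fixed EC70 calcium of 1.6 mM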
CAL PDZ FP-2: blocks peptide binding to the human CAL PDZ domain | Q9HD26 | purified CAL PDZ, TMR-peptide fluorescence polarization, 1 h | inhibition, % at 24.9 µM | hit rate 0.92% among 300,000 | AID 602252;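 active = mean inhibition of at least 30% with at least half of replicates also reaching 30%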;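 note: 0% = DMSO neutral control and 100% = excess unlabeled competitor peptide PRC23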
DAGLB inhibitor: diacylglycerol lipase beta (human) inhibition; HEK293T DAGLB membrane lysate, EnzChek fluorogenic substrate; hit rate 0.059% among 340,000; inhibition, % at 5.17 µM; Q8NCG7; AID 504411; in the data active = inhibition above about 34%;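 note: 0% = enzyme with vehicle and 100% = wells lacking enzyme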
Target sequence (Q8NCG7 whole entry, looked up): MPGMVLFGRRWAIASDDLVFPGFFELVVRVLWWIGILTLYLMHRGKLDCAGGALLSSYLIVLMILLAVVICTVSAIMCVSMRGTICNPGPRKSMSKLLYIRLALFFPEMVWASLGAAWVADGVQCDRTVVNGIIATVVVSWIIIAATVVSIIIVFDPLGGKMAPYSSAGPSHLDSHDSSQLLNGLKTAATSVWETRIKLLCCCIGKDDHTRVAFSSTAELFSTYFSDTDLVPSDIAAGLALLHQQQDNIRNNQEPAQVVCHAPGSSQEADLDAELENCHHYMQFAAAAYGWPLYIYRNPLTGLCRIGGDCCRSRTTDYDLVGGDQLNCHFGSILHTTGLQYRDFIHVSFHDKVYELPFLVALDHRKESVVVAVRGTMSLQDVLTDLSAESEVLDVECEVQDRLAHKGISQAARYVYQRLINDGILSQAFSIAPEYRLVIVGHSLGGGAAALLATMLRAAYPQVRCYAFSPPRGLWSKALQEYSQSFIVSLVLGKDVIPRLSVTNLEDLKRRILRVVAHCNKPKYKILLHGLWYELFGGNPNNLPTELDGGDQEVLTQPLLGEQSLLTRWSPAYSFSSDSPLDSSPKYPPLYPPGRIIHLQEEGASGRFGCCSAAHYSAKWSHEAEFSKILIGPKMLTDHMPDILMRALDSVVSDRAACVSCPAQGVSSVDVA
SR-BI DiI-HDL act: SR-BI HDL lipid transfer activation; CHO ldlA[mSR-BI] cells, DiI-HDL uptake fluorescence, 3 h; 100 = double the neutral-control signal; activation, % at 12.5 µM; AID 504775; hit rate 0.096% among 320,000;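 active = mean replicate activation of at least 60% and every replicate at or above 60%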;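 note: 0% = median plate neutral-control signal and 100% = twice that signal; values of inactives mirror those of a sister screen read the other way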
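material = CHO ldlA[mSR-BI] cells | medium = Ham's F12 with 0.5% BSA, HEPES 25 mM, pH 7.4 | reagent = fluorescent DiI-HDL, 10 µg/mL final | compound dosing = single-point compound dose | incubation = 3 h, 37 °C | measured by = bottom-read fluorescence, 550/595 nm | measure = HDL uptake via cellular fluorescence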
PKA-R2B activ: PKA-R2B complex activation; AID 504700; hit rate 0.079% among 340,000; PKA-R2B holoenzyme dissociation, Cy5-IP20 fluorescence polarization; R2B truncated from residue 108, S112A mutant; 0% DMSO only, 100% 113 µM cGMP; P22694+P31323; activation, % at 11.4 µM;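 active = activation above a cutoff set at the mean over all compounds plus 3 SD, cut at about 18% in these data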;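 note: higher means more holoenzyme dissociation and a rise in polarization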
Target sequence (P31323 whole entry, looked up, other chains not shown, the tested form may be a part): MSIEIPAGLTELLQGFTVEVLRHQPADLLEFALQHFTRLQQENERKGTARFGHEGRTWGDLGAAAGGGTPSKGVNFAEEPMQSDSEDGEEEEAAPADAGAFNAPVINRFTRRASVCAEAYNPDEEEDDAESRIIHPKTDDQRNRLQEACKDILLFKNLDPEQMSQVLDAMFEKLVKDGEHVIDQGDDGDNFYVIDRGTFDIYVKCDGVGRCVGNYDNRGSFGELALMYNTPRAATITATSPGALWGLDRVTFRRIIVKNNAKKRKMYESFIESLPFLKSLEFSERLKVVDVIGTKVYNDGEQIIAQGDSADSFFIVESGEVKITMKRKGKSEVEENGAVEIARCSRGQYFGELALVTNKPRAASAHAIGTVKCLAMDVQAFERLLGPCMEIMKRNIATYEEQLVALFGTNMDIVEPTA
Active calls of the source: *; nt = no result given.

SMILES	LANA DNA inh	Rtt109 Vps75	Keap1 Nrf2 FP	cardiac RTF act	CAL PDZ FP-1	RTF Ca sens inh	CAL PDZ FP-2	DAGLB inhibitor	SR-BI DiI-HDL act	PKA-R2B activ
CCN(C(=O)CSc1nnc(NCc2ccccc2)s1)C1CCS(=O)(=O)C1 (centres undefined)	1.9	-2.4	-4.2	7.5	0.6	-19.0	nt	1.5	8.1	-4.8
CCc1ccc(NC(=O)Nc2ccc3c(c2)CCC3)cc1	-1.1	3.4	1.0	4.0	-1.8	-2.3	-3.8	-8.6	-0.4	-0.1
CN(C)c1ccc(CNCCC2(O)CCOC(C)(C)C2)cc1 (centres undefined)	-0.3	-3.4	-7.6	0.7	-0.3	-11.1	-3.5	0.8	14.3	-2.0
S=c1[nH]nc(COc2ccccc2)n1/N=C/c1ccc(Br)cc1	-0.8	-2.6	1.6	-0.2	-1.0	-6.4	-1.9	7.0	nt	1.4
O=C(CN1C(=O)NC2(CCCC2)C1=O)OCc1cccc(Br)c1	1.0	-4.5	-3.1	3.9	-0.7	1.4	-1.0	-0.9	8.0	9.4
CCC(=O)Nc1c(C(=O)N2CCN(c3ccccn3)CC2)cnn1-c1ccc(C)cc1	0.1	4.6	-2.1	-9.3	-0.7	0.4	-2.3	-1.3	6.5	0.3
CNC(=O)C1(C)C=CC2(CCCCC2)N1C(=O)OC (centres undefined)	-0.4	-13.6	3.2	-3.4	-2.2	0.0	-6.2	0.1	19.8	2.8
CCN(CC)S(=O)(=O)c1cccc(NC(=O)CC2CCCC2)c1	-2.0	1.6	-2.3	0.8	1.2	-28.8	nt	-2.4	nt	1.3
CCN(CC)S(=O)(=O)c1ccc(C(=O)N2CCN=C2SCc2cccnc2)cc1	-0.9	-23.5	-2.9	6.5	nt	-4.0	0.3	0.5	-1.3	-0.1
Cc1ccc(NC(=O)N2CCC(C(=O)c3ccc(F)cc3)CC2)cc1	-0.5	-0.6	-0.5	5.0	0.4	-12.6	5.0	-6.3	-24.4	-10.4
CCc1ccc(N(CC(=O)NC2CCCC2)S(=O)(=O)c2c(C)noc2C)cc1	-1.3	-3.2	1.0	0.4	-0.4	-5.7	-5.8	-2.9	1.4	1.4
CCOc1ccccc1N=NC1C(=O)N(C(N)=S)N=C1C (centres undefined)	-1.4	-10.2	-2.8	-0.3	-0.6	-10.3	0.6	4.2	-44.0	-7.2

Quoted at random: two compounds from above
SMILES	LANA DNA inh	Rtt109 Vps75	Keap1 Nrf2 FP	cardiac RTF act	CAL PDZ FP-1	RTF Ca sens inh	CAL PDZ FP-2	DAGLB inhibitor	SR-BI DiI-HDL act	PKA-R2B activ
CCN(CC)S(=O)(=O)c1cccc(NC(=O)CC2CCCC2)c1	-2.0	1.6	-2.3	0.8	1.2	-28.8	nt	-2.4	nt	1.3
O=C(CN1C(=O)NC2(CCCC2)C1=O)OCc1cccc(Br)c1	1.0	-4.5	-3.1	3.9	-0.7	1.4	-1.0	-0.9	8.0	9.4

(continued)
SMILES	LANA DNA inh	Rtt109 Vps75	Keap1 Nrf2 FP	cardiac RTF act	CAL PDZ FP-1	RTF Ca sens inh	CAL PDZ FP-2	DAGLB inhibitor	SR-BI DiI-HDL act	PKA-R2B activ
Cc1ccc(S(=O)(=O)N(C)CC(=O)Oc2ccc(-c3nnco3)cc2)cc1	-1.8	6.9	-26.4	-5.3	-0.1	-12.1	2.9	-0.1	-10.2	-0.3
C/C(=N\N=C1\NC(=O)C(CC(=O)Nc2ccc(Cl)cc2)S1)c1ccco1 (centres undefined)	4.7	4.3	3.3	6.3	-0.9	9.0	-5.1	-0.6	-16.1	-4.2
Cc1ccc(-c2noc(C3CCCN(C(=O)c4ccccc4)C3)n2)o1 (centres undefined)	-1.6	-3.3	-1.5	-10.4	nt	1.5	5.6	0.8	15.7	-10.9
O=C(O)c1ccc(Nc2nc(-c3ccccc3)c3ccccc3n2)cc1	0.0	1.5	-5.3	-4.6	-2.3	-5.2	2.7	3.0	2.7	-7.1
COc1cc(/C=C/C(=O)OCC(=O)NC(=O)NC(C)C)ccc1O	0.4	28.9	1.7	-1.2	-1.7	-9.1	7.0	3.1	nt	4.8
CC(=O)c1cccc(NC(=O)C2CCN(C(=O)c3ccccc3Cl)CC2)c1	3.2	4.5	-4.8	-1.2	-3.0	0.0	-3.4	1.5	6.3	-3.2
O=C(CSc1nc(Nc2ccccc2)nc(N2CCOCC2)n1)Nc1ccc([N+](=O)[O-])cc1	-1.7	10.8	-0.1	5.9	0.1	0.0	0.0	1.1	-54.9	5.6
O=C(CN1C(=O)NC2(CCCC2)C1=O)OCc1ccc(Cl)cc1Cl	0.5	-0.2	-2.9	-1.5	-1.5	-1.6	-4.0	0.6	8.1	-2.7
COc1ccc(-c2cc3c(=O)n(CC(=O)NCc4ccc(Cl)cc4)ncn3n2)cc1	-1.5	-7.3	-1.1	10.7	-0.8	1.1	nt	2.7	-12.1	-1.1
CCn1cc(CN2CCC(n3nccc3NC(=O)CCCc3ccccc3)CC2)cn1	-0.6	-0.1	-3.3	-2.6	-0.8	-7.0	-5.3	1.0	-31.6	-10.1
O=C1CC(c2ccc(F)cc2)C(n2cncn2)C(O)=C1C1NCCc2ccccc21 (centres undefined)	1.0	-2.0	0.1	-1.9	0.5	-16.0	nt	-0.9	16.7	5.8
Cn1c(SCC(=O)N2CCOCC2)nc(O)cc1=O	1.5	-13.4	2.0	-5.9	-2.7	-3.9	-2.3	-1.4	11.7	-5.7
COc1cccc(OC)c1C(=O)Nc1cccc(NC(=O)c2cccs2)c1	1.9	-2.6	-2.8	-1.2	-4.0	1.8	-3.4	-0.9	-20.2	-8.5
CN(CCc1ccccc1)C(=O)c1ccc(NC(=O)Cc2cccc(NC(=O)C3CCN(C(=O)CCc4ccccc4)CC3)c2)cc1	-0.3	-0.8	1.9	-1.6	0.6	3.5	-0.2	-2.2	-40.6	3.5
O=c1[nH]c(CN2CCN(c3ncccn3)CC2)nc2c(Br)cc(Br)cc12	-2.3	-6.9	-10.6	-3.3	-0.9	-3.6	-2.4	0.4	8.2	-3.6
CCC(C)(C)NC(=O)C(c1ccccc1Cl)N(C(=O)CCC(=O)Nc1cc(C)on1)C1CC1 (centres undefined)	-0.3	8.9	-5.2	1.3	-1.5	1.4	4.7	2.4	nt	-12.0
COC(=O)c1cc(C(=O)N2CCN(c3ccccc3OC)CC2)cc([N+](=O)[O-])c1	0.6	10.9	-4.6	-1.2	0.0	6.9	-3.0	1.9	-37.9	5.6
CCOC(=O)c1c(NC(=O)c2ccc(S(=O)(=O)N(C)CC3CCCO3)cc2)sc2c1CCN(C)C2 (centres undefined)	-4.1	29.7	-3.2	-1.5	-2.2	-7.7	-3.9	1.9	-23.2	3.0
CCCCOC1CC(c2ccc(OCc3ccc(OC)cc3)c(OC)c2)N(C)O1 (centres undefined)	-0.7	-3.7	2.9	0.6	0.7	-0.7	-4.0	-12.4	-54.6	-1.6
Cc1c(C(=O)NCCSCc2c(F)cccc2Cl)cnn1-c1ccc(F)cc1	0.3	5.6	-6.1	1.7	1.6	-5.3	-2.8	-5.3	-5.1	-7.5
COc1ccc(Cc2nnc(SCC(=O)Nc3ccccc3C#N)o2)cc1	-0.4	7.6	0.3	-3.3	0.4	-2.0	-2.4	0.1	nt	-2.8
O=C(c1cccc(Oc2c(Cl)cccc2[N+](=O)[O-])c1)N1CCCCC1	-0.9	-5.3	0.9	0.6	0.0	2.8	1.2	-1.9	-32.4	0.8
Cc1ccc(N=C(N)N=C(N)N)c(C)c1	-0.2	-4.0	-4.0	6.3	0.2	-0.1	-2.2	1.0	4.6	2.1
Cc1cc(C)cc(COn2ccnc2)c1	0.4	2.4	0.4	-1.2	-1.1	1.4	-2.0	0.2	18.3	-1.2
CSc1cccc(NC(=S)N2CCC(N(C)C(C)C)CC2)c1	-1.9	-3.6	4.1	0.3	-2.3	-4.5	-3.1	1.8	-0.2	-6.7
Cc1ccccc1C1NC(c2ccccc2C)C([N+](=O)[O-])C(C)(C)C1[N+](=O)[O-] (centres undefined)	2.2	3.6	-0.3	-4.1	-0.8	-3.0	-1.1	-10.8	18.8	2.7
Cc1ccc(OCC(=O)N/N=C\c2ccc(C)o2)c([N+](=O)[O-])c1	-3.3	0.5	-16.2	-1.7	-1.7	-10.3	-2.4	-0.3	9.6	-2.1
CN(C(=O)CSc1nnc(-c2c[nH]c3ccccc23)o1)C1CCS(=O)(=O)C1 (centres undefined)	1.9	6.1	-0.9	2.0	-1.7	-25.7	-1.8	-1.0	15.4	-9.3
C=CCNc1nc(Nc2cc(Cl)ccc2OC)nc(OC)n1	3.0	-3.9	0.2	5.4	0.3	-3.2	-1.6	-1.1	-21.5	10.2
CCC(=O)N1CCNC(=O)C1CC(=O)Nc1ccc(C)c(Cl)c1 (centres undefined)	1.0	-2.7	-0.2	4.5	-2.5	-9.7	1.8	0.5	nt	-2.7
CCOc1ccccc1NC(=O)CN1C(=O)COc2ccc(Cl)cc21	-0.9	20.3	0.0	-6.4	-0.9	-5.0	nt	-1.9	-60.4	-4.9
Cc1c(N(C(=O)Nc2ccccc2)C2=NCC(C)S2)c(=O)n(-c2ccccc2)n1C (centres undefined)	-0.7	-21.0	-1.5	-3.3	-0.7	-0.7	-3.6	-3.4	6.4	-4.8
S=c1[nH]nc(-c2cccs2)n1/N=C/c1cn(-c2ccccc2)nc1-c1ccc(Cl)cc1	-1.9	-0.9	-3.8	nt	-3.1	nt	nt	nt	-21.8	nt
CC(=O)c1c(N2CCOCC2)nc2ccc(Cl)cc2c1-c1ccccc1	1.5	-13.6	-0.9	-2.3	-1.0	-5.3	-1.3	-6.8	-42.4	-9.9
Cc1nc2sc(C(c3ccc(Cl)cc3)N3CCN(C(=O)c4ccco4)CC3)c(O)n2n1 (centres undefined)	5.1	4.8	5.1	-2.7	-2.9	-8.2	0.0	-2.7	-9.1	-13.0
COCCNC(=O)Nc1ccc2nc(C)sc2c1	-0.9	12.9	-1.1	3.3	-1.5	4.9	-0.7	3.1	18.5	2.3
CC(Sc1nncn1C)C(=O)Nc1ccc(N2CCCCC2)cc1 (centres undefined)	-0.3	7.4	-4.7	-4.1	-2.1	-5.9	-7.1	2.2	-12.6	-7.3
CC(=O)Nc1ccc(S(=O)(=O)NC2CCCCCC2)cc1	1.7	-2.7	-1.8	-7.1	0.0	-2.7	-5.0	-1.7	4.7	-0.8
OC(COc1ccc2c(c1)OCO2)CN1CCCCC1 (centres undefined)	0.6	0.5	-1.9	-0.8	-0.9	0.9	1.5	2.7	18.5	1.9
CCOc1ccccc1CNC(=O)CCc1cn(C)c2ccccc12	nt	-1.2	-2.0	-3.4	0.3	0.7	-4.5	-11.3	-6.8	-3.5
Cc1ccc(S(=O)(=O)Nn2c(C)ccc2C)cc1	-0.4	24.5	-2.8	-7.2	-0.4	-5.2	-7.2	6.1	-16.7	-0.1
